High-throughput results (PubChem BioAssay)
Tb PFK block: T. brucei PFK enzyme inhibition | O15648 | T. brucei PFK, ADP-Glo luminescence | Potency, µM (highest dose often 57.5 µM), for inactives: top-dose activity, negative = inhibition, most hits filed as inhibitors | hit rate 0.17% among 330,000;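 further: potency means the concentration at half of the fitted maximal effect; 0% = uninhibited 1x PFK enzyme wells and -100% = no-enzyme wells; nearly all actives have a fitted effect of over 60% in size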
Target sequence (O15648 whole entry, looked up): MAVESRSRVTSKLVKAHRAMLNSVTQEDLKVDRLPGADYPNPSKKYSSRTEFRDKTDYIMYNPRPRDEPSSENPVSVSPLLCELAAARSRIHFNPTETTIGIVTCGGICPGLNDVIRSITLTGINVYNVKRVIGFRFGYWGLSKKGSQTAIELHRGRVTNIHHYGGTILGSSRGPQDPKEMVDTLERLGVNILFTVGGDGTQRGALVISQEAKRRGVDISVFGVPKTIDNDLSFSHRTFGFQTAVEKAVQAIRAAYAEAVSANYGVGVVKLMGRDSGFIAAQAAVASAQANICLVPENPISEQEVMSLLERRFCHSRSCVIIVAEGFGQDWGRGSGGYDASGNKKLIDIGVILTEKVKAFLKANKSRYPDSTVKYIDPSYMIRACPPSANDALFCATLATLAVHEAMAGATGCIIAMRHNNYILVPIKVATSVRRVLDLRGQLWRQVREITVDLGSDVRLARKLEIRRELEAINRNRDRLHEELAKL
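1.25 nM PFK with 0.5 mM F6P and 0.1 mM ATP in 0.1 M TEA pH 8.0, 5 mM MgCl2, incubated 45 min at room temperature; ADP measured by ADP-Glo luminescence; compounds titrated up to 57 uM.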
BCR signal inh: inhibitors of chronic active B-cell receptor signaling; Potency, µM (series often up to 46.1 µM), without a hit: at the top dose ratio change, negative = lower green/red ratio, actives largely listed as inhibitors; AID 493014; hit rate 0.05% among 340,000; ABC-DLBCL IkBa-CBG/CBR reporter, luminescence ratio, 4 h; active means well fitted inhibition curve with a large enough effect in the signal ratio, with a control signal flat, not every such curve was filed as active; inconclusive means small, poorly fitted or top-dose-only effect, or effect the other way, or a change in a side signal; the % refers to the signal ratio;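 further: potency means the concentration at half of the fitted maximal effect; plate controls were basal doxycycline-induced cells for no effect and cells given 10 µM MG132 for full effect; MG132 reads +100%, hits lower the ratio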
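Compounds up to 46 uM were incubated four hours with TMD8 cells whose green CBG68 luciferase is fused to IkappaBalpha; red CBR luminescence normalised the signal, and concentration-effect curves were fitted to fusion, red and ratio data.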
TCR activator: activators of T cell receptors; primary human leukocytes, anti-CD3, IL-2 HTRF, 48 h; Potency, µM (top dose mostly 9.22 µM), for the others: at the top dose activation of IL-2 secretion, actives largely listed as activators; 330,000 tested, under 10 active; further: % of control where 0% means no effect
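1) Mix primary human leukocytes, a-CD3 beads and compound. 2) Incubate 48 hr. 3) Add HTRF IL-2 reagents (a-IL-2-K, a-IL-2-d2).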
Eya2 phos inh: blocks the phosphatase activity of human Eya2; O00167; recombinant Eya2, OMFP fluorescence dephosphorylation (OMFP is methylfluorescein phosphate); Potency, µM (doses to about 76.9 µM), inactives show at the top dose activity, negative = inhibition, hits mostly inhibitors; hit rate 0.006% among 330,000; AID 488837; further: potency means the concentration at half of the fitted maximal effect; on the % scale 0 is the no-effect control and ±100 the full control effect
Target sequence (O00167 whole entry, looked up): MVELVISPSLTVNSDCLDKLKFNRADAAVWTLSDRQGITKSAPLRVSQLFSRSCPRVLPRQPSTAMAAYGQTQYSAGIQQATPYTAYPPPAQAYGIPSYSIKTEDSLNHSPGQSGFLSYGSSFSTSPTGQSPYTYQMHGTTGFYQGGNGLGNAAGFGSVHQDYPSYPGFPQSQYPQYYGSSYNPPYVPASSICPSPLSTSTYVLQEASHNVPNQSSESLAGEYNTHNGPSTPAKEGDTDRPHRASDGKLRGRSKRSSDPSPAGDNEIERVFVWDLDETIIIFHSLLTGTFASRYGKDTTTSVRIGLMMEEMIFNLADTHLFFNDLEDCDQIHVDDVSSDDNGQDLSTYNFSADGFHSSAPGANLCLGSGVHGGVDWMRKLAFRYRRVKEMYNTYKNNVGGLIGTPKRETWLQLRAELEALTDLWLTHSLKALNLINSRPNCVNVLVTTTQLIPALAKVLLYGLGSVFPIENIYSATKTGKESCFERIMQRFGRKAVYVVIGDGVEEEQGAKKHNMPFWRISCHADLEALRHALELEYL
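Eya2 protein (added as 0.2 uM solution) was preincubated with compound for 10 min at ambient temperature in 50 mM HEPES pH 7.5, 50 mM NaCl, 5 uM MgCl2, 0.05% BSA, 1 mM DTT. OMFP (added at 50 uM) then reacted 10 min; fluorescence read at 485/525 nm.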
Mito fusion yeast: inhibitors of mitochondrial division or activators of mitochondrial fusion; S. cerevisiae fusion-defective mutant growth rescue, CellTiterGlo 48 h; Potency, µM (top dose mostly 46.1 µM), for the others: at the top dose growth rescue (activation), most hits filed as activators; hit rate 0.23% among 320,000; AID 485298;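 further: potency means the concentration at half of the fitted maximal effect; % of control where 0% means no effect; nearly all actives have a fitted effect of over 45% in size; temperature-sensitive fusion mutants such as fzo1-1 at 37 °C on non-fermentable ethanol glycerol medium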
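Growth-rescue viability read-out: after 48 h at the non-permissive 37C in glycerol/ethanol YPEG, yeast mitochondrial fusion mutants are measured by CellTiterGlo luminescence; compounds (23 nl pinned per well) restoring growth score as division inhibitors or fusion activators.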
TSG101-PTAP inh: blocks PTAP/TSG101 interaction to inhibit HIV-1 budding; Q99816; Fluorescence polarization, FITC-PTAP peptide / Tsg101 binding; Potency, µM (highest dose often 115 µM), without a hit: top-dose activity change, negative = inhibition, most hits filed as inhibitors; 340,000 tested, under 10 active; AID 493005; active means well fitted inhibition curve with a large enough effect in the main read-out, with a control signal flat, not every such curve was filed as active; inconclusive means small, poorly fitted or top-dose-only effect, or effect the other way, or a change in a side signal; inactive means no such curve, though single readings can be large or run the other way; further: potency means the concentration at half of the fitted maximal effect; % of control where 0% means no effect
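Tsg101 binding domain (10 uM final) was mixed with compound and a FITC-labeled PTAP peptide (50 nM final) in HEPES pH 7.5 buffer with NaCl, Tween 20, EDTA and TCEP; fluorescence polarization was read after 20 min at r.t.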
ELG1 DNA repair: inhibitors of ELG1-dependent DNA repair in HEK293T cells; HEK293T ELG1-luciferase reporter, luminescence, 16 h; DNA damage induced by 5-fluorouridine; Potency, µM (doses to about 46.1 µM), for the others: at the highest dose activity change, negative = inhibition, most hits filed as inhibitors; hit rate 2.3% among 330,000; AID 504467; further: potency means the concentration at half of the fitted maximal effect; on the % scale 0 is the no-effect control and ±100 the full control effect; nearly all actives have a fitted effect of over 55% in size
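Overnight (16 hr) co-exposure of 2,000 cells/well to 5-fluorouridine and compound at 37 °C preceded detection. Luciferase was quantified via ONE-Glo luminescence; loss of signal denotes inhibition.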
S-ASM inh: human S-ASM enzyme inhibition; P17405; hit rate 0.006% among 340,000; Potency, µM (highest dose often 57.5 µM), for inactives: at the highest dose activity change, negative = inhibition, most hits filed as inhibitors; placental ASM, HMU-PC fluorogenic substrate, 60 min; further: potency means the concentration at half of the fitted maximal effect
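qHTS format. ASM enzyme prepared from human placenta hydrolyses the fluorogenic substrate HMU-PC0 (9 uM final) over 60 min at 37 °C after a 10 min compound preincubation.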
a7 integrin act: integrin-mediated muscular dystrophy alleviation activation; alpha7betagal myoblasts, beta-gal FDG fluorescence, 48 h; Potency, µM (titrated, usually from 38.3 µM), without a hit: at the highest dose activation, actives largely listed as activators; hit rate 0.064% among 350,000;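 further: potency means the concentration at half of the fitted maximal effect; 100% = response of the positive control SU9516; nearly all actives have a fitted effect of over 60% in size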
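alpha7betagal+/- myoblasts (passage 13, 250/well) treated 48 h at 37C with compounds at 1:260 dilution of DMSO stock. Lysed, then beta-galactosidase activity read as FDG fluorescence (ex 480/em 540) after 30 min, with pre-read for autofluorescence.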
TSHR antagonist: antagonists of human thyroid stimulating hormone receptor. P16473. TSHR-expressing cells, TSH-stimulated cAMP HTRF, 2 h; hits give low values. activity change, negative = inhibition, % at 11.5 µM. hit rate 0.2% among 330,000. AID 504810;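 active means activity change below a set negative limit, meaning inhibition stronger than a set level, cut at about -70% in these data; inconclusive means activity change between two set negative limits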; further: on the % scale 0 is the no-effect control and ±100 the full control effect
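Competitive HTRF cAMP read-out (cryptate anti-cAMP antibody, cAMP-d2; 30 min, room temperature) in freshly harvested TSHR cells. Compounds added before TSH at EC80 (4nM final), followed by 2 hours' incubation at 37 deg C.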
A-T KAP1 phos: candidate therapy for ataxia-telangiectasia; Potency, µM (doses to about 57.5 µM), inactives show at the highest dose activation, usual class: activators; hit rate 0.19% among 320,000; […] A-T fibroblasts, KAP-1 phosphorylation AlphaLISA; neocarzinostatin DNA damage 30 min before lysis; further: potency means the concentration at half of the fitted maximal effect; % of control where 0% means no effect; nearly all actives have a fitted effect of over 45% in size
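ATM-like activity read as KAP-1 phosphorylation via AlphaLISA donor/acceptor antibody pairs after lysis and 6 hr at 25C. Cells were ATM-null patient fibroblasts ([…], hTERT), dosed 60 min, then exposed to the DSB inducer NCS for 30 min.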
Starred values were filed as active, the others as inactive; ? = inconclusive; . = not tested or not shown; [ ] = another dose, or the depositor's remark. Unless noted, the call rests on the fitted dose curve; in most records, active means well fitted curve in the direction sought with a large enough effect; inconclusive means small, poorly fitted or top-dose-only effect, or another doubt; inactive means no such curve, though single readings can be large; an effect the other way counts as inactive or inconclusive. An unsorted share of the library (roughly 3.2% active in at least one column).

compound,Eya2 phos inh,ELG1 DNA repair,a7 integrin act,Tb PFK block,TSG101-PTAP inh,BCR signal inh,TCR activator,S-ASM inh,Mito fusion yeast,A-T KAP1 phos,TSHR antagonist
NC(=O)c1c(NC(=O)CN2C(=O)NC(Cc3ccccc3)C2=O)sc2c1CCC2 (centres undefined),-3.2%,2.0%,?,1.4%,-0.8%,2.9%,4.4%,-1.7%,1.8%,0.7%,8.5
COC(=O)c1cc(S(=O)(=O)N2CCN(c3ccccc3)CC2)c[nH]1,13.7%,-3.5%,-15.0%,2.5%,0.7%,-13.9%,5.4%,2.6%,5.6%,5.9%,21.6
O=C(Nc1ccc(F)cc1)c1ccc(C(=O)N2CCOCC2)cc1,1.3%,25.3%,-16.4%,0.0%,0.0%,0.9%,1.2%,3.1%,2.4%,-3.2%,-5.1
COc1ccc(CNC(=O)CN(C(=O)CCC(=O)Nc2ccccn2)c2cc(C)ccc2C)cc1,-0.7%,-3.5%,17.0%,-7.5%,-5.8%,-0.4%,-3.3%,0.0%,-5.7%,0.5%,-9.1
COc1ccc(/C=C/C(=O)Nc2ccc(C)cc2)cc1S(=O)(=O)N1CCOCC1,-2.4%,?,8.1%,0.6%,-0.4%,6.9%,-5.5%,-21.5%,6.6%,-3.4%,-8.8
NC(=O)CC(c1ccccc1)c1ccc2c(c1)OCO2 (centres undefined),-14.0%,11.9%,-5.3%,0.6%,-0.2%,-6.5%,-0.9%,2.3%,4.2%,-1.7%,13.3
O=C(O)C(Cc1c[nH]c2ccccc12)NS(=O)(=O)c1cccc(Cl)c1Cl (centres undefined),-12.1%,?,-0.2%,-16.6%,-2.7%,7.1%,-2.3%,-1.7%,17.3%,1.8%,17.5
CCCc1nc([N+](=O)[O-])c(S(=O)(=O)c2ccccc2)n1CC(C)C,-5.5%,-21.9%,-58.7%[inhibitor],0.0%,-5.1%,?,-5.3%,-1.2%,17.5%,17.6%,15.6
Cc1cc(C)nc(N/N=C/c2ccccc2OCc2ccc([N+](=O)[O-])cc2)n1,-3.1%,?,2.6%,-5.7%,-1.2%,?,-0.2%[46.1 µM],-1.6%,-6.1%,8.5%,-0.9
Cc1ccc(CCNC(=O)C2CCN(S(=O)(=O)c3c(C)nn(C)c3C)CC2)cc1,13.4%,9.5%,24.7%,-10.5%,0.0%,1.4%,-4.7%,-1.1%,-0.6%,5.1%,8.0
CCOC(=O)[C@@H]1[C@H]2COc3ccccc3[C@@H]2N2C(=O)N(c3ccc(F)cc3)C(=O)[C@@]12C,16.8%,0.5%,8.4%,-2.3%,-5.5%,-24.7%,4.0%,3.4%,3.4%,4.1%,8.3
Cc1ccnc2nc(C(=O)OCC(=O)NC3CCC(C)CC3)nn12 (centres undefined),4.5%,17.1%,-9.2%,5.2%,-6.4%,1.3%,4.6%,3.8%,2.4%,1.5%,-19.3
COc1ccc(Oc2c(Cl)cnn(-c3ccc(Cl)c(Cl)c3)c2=O)cc1,-19.7%,?,-9.1%,4.6%,0.0%,5.2%,9.2%,-6.3%,5.9%,6.0%,-12.7
COc1ccc(-c2nc(-c3ccc(NC(=O)c4ccncc4)cc3)no2)cc1OC,4.6%,?,-15.2%,2.5%,-1.3%,-10.6%,2.2%[46.1 µM],-1.4%,9.7%,4.2%,?
CCCCC(=O)N(Cc1ccc2c(c1)OCO2)Cc1nc2ccccc2c(=O)[nH]1,-19.8%,1.7%,-7.7%,6.2%,-5.9%,-3.8%,2.9%,-4.5%,12.9%,0.6%,-11.7
O=C(NC1CC(=O)N(c2ccc(F)cc2)C1)C(=O)c1c[nH]c2ccccc12 (centres undefined),-24.1%,1.6%,-23.1%,-7.4%,-0.8%,?,-4.7%,-2.6%,-11.5%,6.1%,-17.2
COC(=O)C1=C(C)NC2=C(C(=O)CCC2)C1c1coc2ccccc2c1=O (centres undefined),5.4%,1.5%,3.0%,0.1%,-6.0%,?,-0.4%,-2.5%,1.1%,-0.1%,-8.3
O=C(Cn1nc(Cl)nc1Cl)c1ccccc1,-5.3%,24.5%,-7.0%,0.0%,-0.8%,0.4%,-2.3%,-3.0%,0.2%,-5.9%,-5.3
CCOC(=O)N1CCN(C(=S)NC(=O)c2cc(Br)ccc2Cl)CC1,-16.0%,-4.0%,0.0%,-4.5%,-2.4%,3.6%,-3.2%,1.1%,-8.1%,-1.8%,-4.8
COCCNc1c2c(nc3ccccc13)CCC2,?,-13.1%,0.8%,3.6%,-0.7%,-0.3%,5.3%,0.3%,1.4%,3.1%,13.1
FC(F)(F)c1cccc(NC(=S)NC(c2ccccc2)c2ccccc2)c1,-4.1%,-16.9%,-36.5%,-5.6%,-2.5%,9.6%,-0.5%[46.1 µM],2.3%,-0.2%,6.3%,-17.3
O=C(Nc1cccc(C(F)(F)F)c1)C(Sc1n[nH]c(=O)[nH]c1=O)c1ccccc1 (centres undefined),-9.7%,?,5.5%,2.0%,-3.2%,?,0.7%,-18.8%,3.4%,10.1%,-14.7
COc1cccc(C(c2c(N)n(C)c(=O)n(C)c2=O)C(C)[N+](=O)[O-])c1 (centres undefined),3.9%,1.7%,-0.5%,1.2%,-0.3%,2.5%,-7.6%,4.4%,-7.7%,0.0%,4.8
Cn1nnnc1SCC1=C(C(=O)O)N2C(=O)C(NC(=O)Cn3nc(C(F)F)cc3C3CC3)C2SC1 (centres undefined),25.1%,0.0%,0.0%,?,-2.7%,-14.4%,-4.3%,-1.4%,-7.1%,1.3%,19.7
CCn1cc(C=O)c2cc(S(=O)(=O)N3CCOCC3)ccc21,-5.5%,-5.5%,4.8%,-0.8%,-3.5%,0.4%,1.2%[46.1 µM],-1.5%,-15.0%,0.7%,1.7

Going on with the list:
compound,Eya2 phos inh,ELG1 DNA repair,a7 integrin act,Tb PFK block,TSG101-PTAP inh,BCR signal inh,TCR activator,S-ASM inh,Mito fusion yeast,A-T KAP1 phos,TSHR antagonist
Cc1ccc2nc(/C=C/c3cccc(F)c3)ccc2c1,-13.2%,?,-17.6%,2.7%,1.5%,-19.6%,0.2%[46.1 µM],12.3%,1.7%,5.0%,-11.0
COc1cc(NC(=O)c2ccc(N3CCCC3=O)cc2)cc(OC)c1,5.5%,?,13.7%,-0.3%,-3.9%,?,-0.2%,0.1%,.,-1.5%,-5.6
CC1CCCN(C(=O)CCNS(=O)(=O)c2ccc3c(c2)c(=O)n(C)c(=O)n3C)C1 (centres undefined),14.1%,-4.5%,20.9%,-12.8%,-5.4%,-9.4%,2.8%,-2.0%,-2.3%,1.4%,2.1
Cc1onc(-c2ccccc2Cl)c1NC(=O)NCc1cccs1,-0.7%,-12.4%,3.7%,1.1%,-2.6%,-28.5%,-43.1%,2.3%,3.0%,-3.0%,-8.8
O=C(NCc1ccccc1)C(=O)c1cn(CC(=O)N2CCOCC2)c2ccccc12,-8.7%,?,-4.6%,-4.6%,-4.6%,?,-0.7%,-2.9%,-0.5%,-2.0%,2.7
O=C1CC(N2CCN(S(=O)(=O)c3ccccc3F)CC2)C(=O)N1c1ccc(F)cc1F (centres undefined),-19.2%,-0.7%,17.3%,5.4%,0.4%,1.3%,1.5%[46.1 µM],0.3%,.,-5.0%,-1.3
O=C(c1ccc(Cl)c(S(=O)(=O)NCc2ccco2)c1)N1CCN(c2ccc(F)cc2)CC1,-3.7%,?,-25.8%,-2.3%,-1.0%,?,-3.3%,-3.9%,0.2%,.,6.3
